NPR2 activator – GC-B (human) receptor activation; P20594; HEK293-GC-B cells, CNP EC30, cGMP TR-FRET; 0% at EC30 CNP, 100% saturating CNP; activation, % at 10 µM; 370,000 compounds, 0.11% hits; AID 1920062;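 active = activation at 10 µM reaching about 35% in either raw or pattern-adjusted values, limit read from the data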
GC-A act – GC-A (human) enzyme activation; activation, % at 10 µM; P16066; HEK293 GC-A cells, cGMP TR-FRET, EC30 ANP; 0% at EC30 ANP, 100% saturating ANP; 370,000 compounds, 0.14% hits; in the data active = activation above about 40%
ABHD4 inh – inhibits mouse alpha/beta hydrolase domain 4. Q8VD66. inhibition, % at 8.92 µM. 370,000 compounds, 0.54% hits. purified mABHD4, FP-Rh probe fluorescence polarization;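 active = inhibition exceeding the mean over every tested compound plus 3 SD, cut at about 30% in these data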;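 also: 0% = plate median of compound wells and 100% = S159A mutant with DMSO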
Target sequence (Q8VD66 whole entry, looked up, the tested form may be a part): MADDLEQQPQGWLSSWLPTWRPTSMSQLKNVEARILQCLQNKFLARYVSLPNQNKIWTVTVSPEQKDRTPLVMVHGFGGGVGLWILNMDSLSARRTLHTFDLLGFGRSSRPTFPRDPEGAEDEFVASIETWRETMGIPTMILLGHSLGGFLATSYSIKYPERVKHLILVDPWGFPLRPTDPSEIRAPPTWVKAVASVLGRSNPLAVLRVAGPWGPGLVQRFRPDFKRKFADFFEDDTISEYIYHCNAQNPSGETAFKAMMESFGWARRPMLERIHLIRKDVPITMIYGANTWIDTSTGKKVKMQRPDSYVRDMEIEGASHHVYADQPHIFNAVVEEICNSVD
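Test system: mABHD4 protein | Buffer or medium: HEPES pH 7.0 buffer, 150 mM NaCl, 0.01% Pluronic F-127 | Probe or stimulus: FP-Rh fluorescent activity-based probe, added after compound pre-incubation | Timing: Pre-incubation 45 min, probe exposure 60 min, at 25 °C | Technique: Fluorescence polarization, excitation 525 nm, emission 598 nm, BODIPY TMR filters | Repeats: Single well per compound (singlicate)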
Rev-erbA mod – Rev-erb alpha (human) modulation. P20393. Rev-erbα–FITC-DNA binding, fluorescence polarization, 90 min. activity, % at 10 µM. 370,000 compounds, 0.79% hits. AID 1259318;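 active = activity above about 14%, limit read from the data; passing the limit was not always enough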;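 also: 0% = DMSO wells with 35 nM protein and 100% = DMSO wells with 750 nM protein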
Target sequence (P20393 whole entry, looked up): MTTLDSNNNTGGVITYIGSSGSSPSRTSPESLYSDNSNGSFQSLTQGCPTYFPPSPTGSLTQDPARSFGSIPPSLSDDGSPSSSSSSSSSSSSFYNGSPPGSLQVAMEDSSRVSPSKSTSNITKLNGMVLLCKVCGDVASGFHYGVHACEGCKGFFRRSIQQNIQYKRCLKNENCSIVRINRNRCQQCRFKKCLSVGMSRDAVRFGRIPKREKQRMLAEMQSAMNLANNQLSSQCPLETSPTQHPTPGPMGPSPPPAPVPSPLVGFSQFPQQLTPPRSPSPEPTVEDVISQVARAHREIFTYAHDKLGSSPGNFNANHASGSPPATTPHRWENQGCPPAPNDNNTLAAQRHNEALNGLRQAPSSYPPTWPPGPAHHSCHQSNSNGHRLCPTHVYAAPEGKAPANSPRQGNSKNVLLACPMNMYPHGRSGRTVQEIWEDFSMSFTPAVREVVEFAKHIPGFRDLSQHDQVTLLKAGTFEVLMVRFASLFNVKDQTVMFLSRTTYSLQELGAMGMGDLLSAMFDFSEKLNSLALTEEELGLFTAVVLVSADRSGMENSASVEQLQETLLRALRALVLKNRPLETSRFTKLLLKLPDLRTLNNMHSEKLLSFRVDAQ
HTRA1 inh – HTRA1 (human) protease inhibition | recombinant HTRA1, FP-rhodamine activity-based probe, fluorescence polarization | inhibition, % at 5.96 µM | 340,000 compounds, 0.5% hits | AID 504803 | Q92743; in the data active = inhibition above about 36%;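 also: 0% = enzyme with DMSO and 100% = wells lacking enzyme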
rCAG binder – molecules binding r(CAG) RNA repeats. AID 651821. 370,000 compounds, 1.3% hits. r(CAG) RNA repeat, TO-PRO-1 dye displacement fluorescence. inhibition, % at 3 µM;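 active = inhibition above the plate cutoff, the mean of all test compounds on that plate plus 3 SD, cut at about 35% in these data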;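 also: 0% = DMSO alone and 100% = 100 µM mitoxantrone as full dye displacement; higher means more dye released from RNA so lower well fluorescence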
ARFGAP1 inh – rat ARFGAP1 inhibition; Arfgap1-stimulated ARF1 GTP hydrolysis, GDP FP detection; 360,000 compounds, 0.26% hits; inhibition, % at 16.5 µM; Q62848; AID 651572;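 active = inhibition above a per-plate limit, mean inhibition of low control wells plus 3 SD, cut at about 25% in these data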;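 also: 0% = DMSO wells with enzyme and 100% = wells lacking Arfgap1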
Target sequence (Q62848 1-136 limits assumed): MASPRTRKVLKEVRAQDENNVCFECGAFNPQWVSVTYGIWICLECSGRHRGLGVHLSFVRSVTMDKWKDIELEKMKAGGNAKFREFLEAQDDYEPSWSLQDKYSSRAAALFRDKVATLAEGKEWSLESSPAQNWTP
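Repeats: one replicate per compound; assay system: rat Arfgap1 catalytic domain, aa 1-136; times: enzyme reaction 120 min at 25 °C after 20 min preincubation; detection: FP of antibody-bound GDP Alexa 633 tracer, ex 620/em 688 nm; benchmarks: high control wells lacking Arfgap1, low control full reaction with DMSO; reagent: human ARF1(Δ1-17)-GTP substrate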
PG9 binder – binds the HIV-1 gp120 antibody PG9. TR-FRET gp120-PG9 antibody binding. inhibition, % at 6.7 µM. 360,000 compounds, 0.43% hits. AID 624416; in the data active = inhibition above about 8.5%
ASAP1 GAP inh – inhibitors of human ASAP1 ArfGAP activity; ASAP1-stimulated ARF1 GTP hydrolysis, GDP FP detection; inhibition, % at 16.5 µM; 360,000 compounds, 0.19% hits; in the data active = inhibition above about 25%;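 also: 0% = vehicle with enzyme and substrate and 100% = no enzyme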
SMARCA2 act – increases SMARCA2 function in MMTV reporter cells. 370,000 compounds, 1% hits. MG213 cells, MMTV-luciferase reporter, dexamethasone, overnight. activation, % at 9.1 µM; in the data active = activation above about 7.8%;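 also: 0% = vehicle wells and 100% = reference activator wells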
Starred values were filed as active, the others as inactive; x = no result given; & = joins results of further samples. Rows were taken by chance. About 4.4% of those tested had a hit in this group.

SMILES	NPR2 activator	GC-A act	ABHD4 inh	Rev-erbA mod	HTRA1 inh	rCAG binder	ARFGAP1 inh	PG9 binder	ASAP1 GAP inh	SMARCA2 act
c1ccc(Nc2nc(NCC3CCCO3)c3ccccc3n2)cc1 (stereo unspecified)	-7	-1	0	7	-5	5	24	-2.2	-1	-1
COc1ccc(C(=O)NC(=S)NNC(=O)c2ccco2)cc1	-1	-2	0	7	9	4	3	-1.3	11	2
CN(C)CCCN(C(=O)COc1ccc(Cl)cc1)c1nc2ccc(F)cc2s1	-14	-6	3	-3	-8	-3	-2	-1.2	-8	4
O=C(OCc1ccccc1)c1c(-c2ccccc2)oc2c1C(OCCO)CCC2 (stereo unspecified)	-2	-1	-3	0	x	0	0	0.0	3	-2
Clc1cccc(/C=N/Nc2nnc(Cl)c3ccccc23)c1	-12	-2	-25	3	-6	-1	3	0.7	7	0
COc1cccc(CC(NC(C)=O)C(=O)NC2CCN(C(=O)c3ccncc3)CC2)c1OC (stereo unspecified)	3	0	1	9	-1	1	2	-1.1	11	0
C#CC1c2ccccc2CCN1CC=C (stereo unspecified)	-2	1	6	12	x	1	10	0.9	-15	-1
O=C(O)c1c[nH]c2c([N+](=O)[O-])cccc2c1=O	-1	1	9	-1	4	4	2	0.2	-4	1
CC(=O)N1CCN(S(=O)(=O)c2ccc(S(=O)(=O)N3CCCC(C)C3)cc2)CC1 (stereo unspecified)	1	-1	2	2	4	5	11	1.6	3	-1
CCCN(CCC)C(=O)c1ccc2c(c1)N(Cc1ccccc1)C(=O)CS2=O (stereo unspecified)	-1	2	-1	-6	0	-13	-2	1.2	-1	4
c1ccc(-c2cccc(-c3ccccc3)n2)cc1	-1	-7	-5	2	2	-2	-4	-0.1	-8	-1
CCOc1ccc(N(CC(=O)Nc2ccccc2Cl)S(C)(=O)=O)cc1	1	3	-1	11	4	-2	2	-0.6	0	1
COc1ccc(-c2c(C)nn(-c3ccccc3)c2N)cc1OC	2	-4	-8	-6	-3	-1	-6	-3.3	-1	1
COc1cc(C=O)ccc1OCC(=O)Nc1ccccc1N1CCOCC1	2	-3	0	5	-8	-6	4	-1.1	-3	-1
S=C(Nc1ccc(Cl)cc1Cl)NC1CCN(Cc2ccccc2)CC1	3	3	3	10	-6	1	-2	-1.5	-5	-1
Cc1cccc(C(=O)NC(=S)NCc2ccccc2)c1	-1	2	-14	-2	-25	0	-3	-2.4	7	-2
FC(F)Oc1cccc2cccnc12	0	2	4	-1	5	-5	8	0.4	-9	0
CCOC(=O)C1(C)CCCN(C(=O)c2ccc(-c3ccccc3)cc2)C1 (stereo unspecified)	3	1	-4	-4	x	-4	4	-1.7	12	5
CC(=O)N1CCOc2ccc(S(=O)(=O)NCc3ccc(C)cc3)cc21	-6	-1	-5	-2	-1	1	0	-0.2	-8	-1
COc1ccc(-c2nnc(SCC(=O)Nc3cc(C)on3)n2N)cc1OC	0	2	-2	1	-3	-3	7	-1.2	-6	4
CCOC(=O)[C@H]1[C@H]2COc3ccc(OC)cc3[C@@H]2N2C(=O)CN(Cc3ccco3)C(=O)[C@@]12C	6	0	5	-4	4	-2	-5	-0.4	8	0
CCOC(=O)c1ccc(-c2ccc(/C=N/NC(=O)CN(c3ccccc3Cl)S(C)(=O)=O)o2)cc1	-5	4	-12	5	-5	5	2	-1.5	4	3
CC1=NN(C(N)=S)C(=O)C1N=Nc1ccc(C)c(Br)c1 (stereo unspecified)	0	0	12	12	1	4	-6	-1.8	5	2
COc1ccc(C(=O)CCC(=O)NCCc2ccccc2F)cc1	-2	1	-4	-6	4	-2	-4	-0.3	-3	-1
O=C(NCc1cccs1)c1cnn2cccnc12	2	-1	-5	-2	6	-2	19	-0.7	5	-2
Cc1cc2nc(C(F)(F)F)[nH]c(=O)n2n1	-5	7	5	2	6	0	1	-0.1	16	0
O=C1CC(c2cccs2)c2cc3c(cc2N1)OCCO3 (stereo unspecified)	0	-1	9	-4	-2	-3	1	0.8	3	0
CC1=C(C(=O)N2CCOCC2)C(c2ccccc2F)C2=C(CC(C)(C)CC2=O)N1 (stereo unspecified)	2	4	6	7	8	-2	-2	1.0	-1	-1
COC(=O)[C@]12C[C@H](CC(=O)NCc3ccc(OC)c(OC)c3)C(=O)N(Cc3ccccc3)C1=C[C@H](COCc1ccccc1)O[C@@H]2C	2	2	-2	1	x	12	x	x	x	-3
CCCCC(CCC(=O)Nc1cccc([N+](=O)[O-])c1)C(=O)O (stereo unspecified)	-2	5	10	-1	8	-1	6	1.1	-2	0
Cc1ccc(-n2c(O)c(C=Nc3ccccc3-c3n[nH]c(=S)[nH]c3=O)c3ccccc3c2=O)cc1C	2	-24	-104	1	-110	77*	1	1.6	-7	0
COc1cc(NC(=O)c2ccc(C(=O)c3ccccc3)cc2)cc(OC)c1OC	-10	-3	6	-3	6	-6	4	-2.0	0	-1
CCS(=O)(=O)N1CCC(C(=O)Nc2cc(Cl)ccc2O)CC1	-4	2	3	1	8	4	2	0.4	-3	-5
Cc1oc(/N=C/c2cccc([N+](=O)[O-])c2)c(C#N)c1C	4	-2	5	-4	-1	6	5	-1.3	-6	-3
CCN1CCN(C(=O)c2ccc3c(c2)S(=O)(=O)c2ccccc2C3=O)CC1	1	0	-3	-1	3	-5	-6	-1.3	4	0
CCc1nc2ccc(C(=O)N3CCN(c4cccc(OC)c4)CC3)cc2nc1CC	-5	-2	-2	-8	-3	-12	-6	-0.1	16	2
CC1(C)OC(=O)C(=CNc2ccc(F)cc2)C(=O)O1	3	5	-3	-1	-3	-3	4	1.0	-3	0
Oc1c(Br)cc(Br)c2cccnc12	2	9	28	-5&0	58*	15	1	-0.4	-8	-1
CCOC(=O)/C(C(N)=NCCCO)=C(/O)c1ccccc1	0	-2	-7	-2	-6	-1	-7	-1.1	4	-1
O=C(Cn1c(=O)c(=O)n(Cc2ccccc2)c2ccc(Cl)cc21)Nc1ccc(F)cc1F	-1	-5	2	29*	0	-1	-3	-1.9	3	-2
CCOC(=O)c1c(/N=C/N(C)C)sc(C=O)c1-c1ccccc1	3	-1	11	3	-2	-5	6	0.4	4	0
CC(=O)Nc1cc(-c2ccc(Cl)cc2)[nH]n1	-6	6	-4	-2	3	1	7	-0.8	6	2
Cc1ccc(C(=O)Oc2cc(-c3ccccc3)no2)cc1	-1	-2	-2	0	-2	4	2	-2.1	-6	3
Cc1cc(C)nc(SCC(=O)Nc2ccc(N3CCOCC3)c(Cl)c2)n1	3	5	3	-4	1	-8	-2	-0.3	3	0
COc1cc(/C=C(/C#N)C(=O)NCCCc2ccccc2)ccc1OCC(=O)O	-2	2	-2	-2	-18	12	8	-1.0	-8	0
CCOC(=O)N1CCN(C(=O)COc2ccc(S(=O)(=O)Nc3ccc(OCC)cc3)cc2)CC1	-13	0	-6	8	1	5	-16	-0.6	11	-1
Cc1nccn1CC(=O)N/N=C/c1ccccc1O	4	1	-11	-1	-3	1	3	-0.7	-1	-4
COc1ccc(-c2ccc(-c3noc(-c4cccs4)n3)c(OC)n2)cc1	2	10	10	-1	-20	0	5	0.7	9	1
CN1CCN(c2ccc(C(F)(F)F)cc2NC(=O)Nc2ccccc2)CC1	-16	-32	10	7	-5	-2	11	-0.4	13	-2
COc1ccc(CN2CN(C3CCCC3)CSC2=S)cc1	0	-2	-2	6	0	-2	-6	0.2	12	-4

More structures follow:
SMILES	NPR2 activator	GC-A act	ABHD4 inh	Rev-erbA mod	HTRA1 inh	rCAG binder	ARFGAP1 inh	PG9 binder	ASAP1 GAP inh	SMARCA2 act
Nc1nc2cc(Br)ccc2o1	1	2	7	-4	-2	2	6	-1.0	24	0
O=C1c2ccccc2C(=O)N1Cc1nc(-c2ccccn2)no1	7	-1	-2	-5	0	1	-1	-1.2	-1	0
COc1cc2c(cc1OC)C(C)N(C(=S)Nc1ccccc1)CC2 (stereo unspecified)	4	1	-1	-1	-6	1	0	-1.0	-4	-1
Cn1ncc2c(Nc3ccc([N+](=O)[O-])cc3)nc(Cl)nc21	2	5	-6	5	0	8	0	-1.6	-9	2
COc1ccc(CCNC(=O)c2ccc(NC3=NC4CS(=O)(=O)CC4S3)cc2)cc1OC (stereo unspecified)	-3	2	2	-3	2	0	-11	-0.6	9	-2
O=C(Nc1ccc(Cl)cc1)N1CCC(c2nc(-c3cccs3)no2)CC1	-2	-3	-18	0	-27	-2	10	1.0	8	-2
O=C(Nc1sc2c(c1C(=O)NCCCO)CCCC2)c1ccccc1	4	6	0	6	-7	3	7	-1.1	3	-1
Cc1cc(NC(=O)CCC(=O)N(Cc2cccnc2)C(C(=O)NC(C)(C)C)c2ccccc2Cl)no1 (stereo unspecified)	2	0	-1	-1	3	-3	2	0.6	10	-2
C[C@H]1CN([C@@H](C)CO)C(=O)CCCn2cc(nn2)CO[C@@H]1CN(C)S(=O)(=O)c1cccc(F)c1	4	-2	10	-1	4	2	-6	-0.8	-11	-3
Cc1ccc(N2C(=O)[C@@H]3C(C(=O)CCN4C(=O)c5ccccc5C4=O)=NN[C@@H]3C2=O)cc1	2	-3	0	-2	-3	9	-5	-1.3	-4	0

Three compounds already listed, sorted by SMILES length, low to high.
SMILES	NPR2 activator	GC-A act	ABHD4 inh	Rev-erbA mod	HTRA1 inh	rCAG binder	ARFGAP1 inh	PG9 binder	ASAP1 GAP inh	SMARCA2 act
O=C(Nc1sc2c(c1C(=O)NCCCO)CCCC2)c1ccccc1	4	6	0	6	-7	3	7	-1.1	3	-1
Cc1cc(NC(=O)CCC(=O)N(Cc2cccnc2)C(C(=O)NC(C)(C)C)c2ccccc2Cl)no1 (stereo unspecified)	2	0	-1	-1	3	-3	2	0.6	10	-2
C[C@H]1CN([C@@H](C)CO)C(=O)CCCn2cc(nn2)CO[C@@H]1CN(C)S(=O)(=O)c1cccc(F)c1	4	-2	10	-1	4	2	-6	-0.8	-11	-3

Other entries.
SMILES	NPR2 activator	GC-A act	ABHD4 inh	Rev-erbA mod	HTRA1 inh	rCAG binder	ARFGAP1 inh	PG9 binder	ASAP1 GAP inh	SMARCA2 act
Cc1ccc(NS(=O)(=O)c2ccc(C(=O)NCCCN3CCCC3=O)cc2)cc1	4	3	6	-6	5	-3	7	-0.3	2	-2
CN(C)c1nc(SCCOC(=O)c2ccccc2)nc(N(C)C)n1	-5	-10	-10	0	-5	-2	16	0.1	6	-2
CCCCN(CC)CCCNC(=O)c1cn(-c2ccc(OC)cc2)c(=O)c2ccccc12	2	3	-4	0	9	-2	0	-0.4	0	-1
Cc1ccc(-c2nc3ccc(C)cn3c2CC2CCCCC2)cc1	-2	2	-13	-1	x	10	0	0.0	0	8.1*
CCOC(=O)/C=C1\SCC(=O)N1CC(=O)Nc1ccc(C(C)C)cc1	-2	-2	-5	-5	-9	2	-4	-1.0	-12	0
Cc1ccc(C(=O)NCCSc2ccccc2)cc1S(=O)(=O)Nc1ccccc1	3	-2	-41	0	-44	7	2	-1.8	14	-4
COc1cccc(/C=C2\CC3(OC(=O)c4ccco4)CCCN2C3)c1 (stereo unspecified)	-5	0	3	12	x	2	x	x	x	-2
O=[N+]([O-])c1ccc(SCCc2ccncc2)cc1	-8&5	5&8	5&-2	0&-4	3	-2&-3	-3&7	-0.1&0.0	-4&-12	-1&-2
Cc1ccc(NC(=O)C2(c3ccccc3)CCOCC2)c([N+](=O)[O-])c1	1	3	-6	2	-5	-1	-6	-1.5	6	-3

High-throughput results (PubChem)
